Source: PubChem (National Center for Advancing Translational Sciences (NCATS))
IMPase inh: cell-permeable inhibitors of inositol monophosphatase (IMPase). CHO-M1 cells, IP1 accumulation, HTRF TR-FRET ratio. inhibition (IP1 accumulation), % at 46.1 µM. 120,000 tested, under 10 active. AID 901; active = well fitted curve in the direction sought with a large enough effect in the signal ratio, not every such curve was filed as active; inconclusive = small, poorly fitted or top-dose-only effect, or a change in a side signal; inactive = no such curve, though single readings can be large or run the other way; the % refers to the signal ratio;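 note: cells stimulated with carbachol in lithium chloride buffer; plate controls were DMSO basal wells for no effect and reference inhibitor wells for full effect; higher means more IMPase inhibition seen as more IP1 and lower FRET ratio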
Target sequence (P97697 whole entry, looked up): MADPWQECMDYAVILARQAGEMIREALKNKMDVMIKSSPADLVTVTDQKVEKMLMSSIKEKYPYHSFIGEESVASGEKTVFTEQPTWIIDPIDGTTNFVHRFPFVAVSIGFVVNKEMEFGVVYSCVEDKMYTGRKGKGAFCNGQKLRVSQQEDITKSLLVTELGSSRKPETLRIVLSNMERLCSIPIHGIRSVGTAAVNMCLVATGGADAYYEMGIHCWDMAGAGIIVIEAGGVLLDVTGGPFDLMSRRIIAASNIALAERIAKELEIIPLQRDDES
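The IP-One HTRF competitive assay in carbachol-stimulated CHO-M1 cells quantifies cellular IP1. Compounds spanned up to 46 uM final, and activity is expressed as AC50 from concentration-response fits of the ratio and donor data.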
15-hLO-2 inh: blocks human 15-lipoxygenase 2 activity. O15296. Potency, µM (series often up to 57.1 µM), without a hit: at the top dose activity change, negative = inhibition, actives largely listed as inhibitors. purified 15hLO-2, xylenol orange hydroperoxide absorbance. hit rate 0.56% among 110,000. AID 881; note: potency is the fitted concentration of half-maximal effect; nearly all actives have a fitted effect of over 60% in size; many of its hits are not listed in these tables
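Screening format was qHTS against 50 nM purified 15hLO-2 in Hepes pH 7.5 with detergent. Activity follows hydroperoxide formation from 45 uM arachidonic acid, measured as 573:405 nm absorbance ratio of the ferric-xylenol orange complex.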
ALOX12 inhib: 12-hLO (ALOX12) enzyme inhibition; P18054; hit rate 0.12% among 150,000; AID 1452; purified 12-hLO, xylenol orange hydroperoxide absorbance; Potency, µM (top dose mostly 57.1 µM), inactives show at the top dose activity change, negative = inhibition, most hits filed as inhibitors; note: potency is the fitted concentration of half-maximal effect; nearly all actives have a fitted effect of over 55% in size; many of its hits are not listed in these tables
Target sequence (P18054 whole entry, looked up): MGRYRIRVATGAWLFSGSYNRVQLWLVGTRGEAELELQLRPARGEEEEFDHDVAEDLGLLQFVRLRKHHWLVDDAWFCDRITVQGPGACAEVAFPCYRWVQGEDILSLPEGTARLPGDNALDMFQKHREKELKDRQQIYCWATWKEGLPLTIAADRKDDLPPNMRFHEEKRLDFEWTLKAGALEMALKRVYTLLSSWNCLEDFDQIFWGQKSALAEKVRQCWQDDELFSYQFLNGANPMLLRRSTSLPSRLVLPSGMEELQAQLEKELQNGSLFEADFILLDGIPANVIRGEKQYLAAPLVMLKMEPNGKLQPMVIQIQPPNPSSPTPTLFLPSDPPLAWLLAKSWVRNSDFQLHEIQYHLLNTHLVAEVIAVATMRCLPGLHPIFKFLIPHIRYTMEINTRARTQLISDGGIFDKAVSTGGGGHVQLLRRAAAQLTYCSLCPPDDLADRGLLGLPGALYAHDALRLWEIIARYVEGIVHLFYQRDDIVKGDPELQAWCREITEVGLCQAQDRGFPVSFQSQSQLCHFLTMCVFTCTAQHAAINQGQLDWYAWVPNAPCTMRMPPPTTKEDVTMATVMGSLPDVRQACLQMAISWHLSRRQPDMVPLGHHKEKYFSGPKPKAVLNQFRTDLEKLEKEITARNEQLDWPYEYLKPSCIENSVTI
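Hydroperoxide formation by human 12-lipoxygenase from 40 uM arachidonic acid was followed colorimetrically via ferric-xylenol orange complex, using the 573/405 nm absorbance ratio. Enzyme concentration was 150 nM, with 30 min reaction at room temperature.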
PNC assembly inh: inhibitors of perinucleolar compartment assembly. PC3M PTB-GFP, PNC prevalence imaging, 16 h; hits give low values. activity change (PNC), negative = inhibition, % at 10 µM. hit rate 3.1% among 140,000. AID 2417;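 active = readout at or below -70, meaning at least 70% loss of cells showing the perinucleolar compartment, a nuclear body marking cancer cells; inconclusive = readout between -30 and a set limit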;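 note: plate controls were DMSO wells for no effect and camptothecin positive control wells for full effect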
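Read-out is percentage of cells bearing a perinucleolar compartment, from automated 20x imaging of fixed, Hoechst-stained PC3M PTB-GFP cells. Cells were seeded 4 h, then exposed 16 h to compound (23 nl of library stock) in duplicate plates.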
An asterisk follows results filed as active; ? = inconclusive; . = no result given; & = joins results of further samples; [ ] = another dose, or the depositor's remark. Unless noted, calls come from the whole dose curve; as a rule, active = well fitted curve in the direction sought with a large enough effect; inconclusive = small, poorly fitted or top-dose-only effect, or another doubt; inactive = no such curve, though single readings can be large; an effect the other way counts as inactive or inconclusive. Unless noted, % is set by controls: 0 for no effect and ±100 for the full control effect. A portion of the library. The share of hits here may be higher or lower than overall.

SMILES	IMPase inh	15-hLO-2 inh	ALOX12 inhib	PNC assembly inh
CCCc1nc(SCC(=O)Nc2ccc(N3CCOCC3)cc2)c2ccccc2n1	0	.	-2%	?
COc1ccc2c(c1)[C@@]1(C)CCC[C@](C)(CO)C1CC2 (stereo partly drawn)	0	-8%	0%	.
CCCSC1=C(C#N)C(c2ccc(OC)cc2)C2=C(CC(C)(C)CC2=O)N1 (stereo not drawn)	7	-23%	-10%	18
CCN1CCN(c2nc3sc4c(c3c(=O)n2-c2ccc(OC)cc2)CCCCC4)CC1	6	38%[activator]	6%	38
CCCCNS(=O)(=O)/C=C/c1ccccc1	.	.	-3%	-8
O=C(NCC1CCCO1)C1c2ccccc2C(=O)N1C1CCCCCC1 (stereo not drawn)	-6	1%	13%	-21
CCc1nc(C)cn1S(=O)(=O)c1cc(Cl)c(OC)cc1Cl	9	14%	1%	56
CC(=O)OCC1OC(OC(C)=O)C(NC(=O)c2cccnc2)C(OC(C)=O)C1OC(C)=O (stereo not drawn)	.	.	1%	55
COC(=O)C1=C(CSc2nc3ccccc3o2)NC(=O)NC1c1cc(C)ccc1C (stereo not drawn)	21	-5%	-10%	24
COc1ccccc1C(=O)NNC1=C(C(=O)C(F)(F)F)CCC1	1	45%[activator]	0%	10
Cc1cccnc1NCc1ccc(O)c2ncccc12	3	0%	?	-22
N#Cc1nc(-c2ccccc2F)oc1NC1CCCCC1	-4	-3%	-3%	36
O=C(O)Cc1ccc(NC(=O)c2ccc(NC(=O)c3ccco3)cc2)cc1	-7	7%	7%	37
CCOC(=O)CSc1nnc2n1C(C)(C)Cc1ccccc1-2	0	.	0%	302
CCCCN1C(=O)c2ccccc2C1C(=O)NC1CCCC1 (stereo not drawn)	5	1%	-1%	-26
Cc1ccc(C)c(NC(=O)CSc2nc3c(c(=O)n2C)SC(C)C3)c1 (stereo not drawn)	9	-4%	2%	-20
COC(=O)c1cccc(NC(=O)Cc2ccc(OC)cc2)c1C	-1	6%	7%	46
CCCCc1c(O)nc(SCC(=O)N2CCCCC2)n(-c2ccccc2C)c1=O	13	-7%	-2%	-7
CNc1cc([N+](=O)[O-])ccc1N/C=C/C(=O)c1cccs1	1[0.0738 µM]	.	-9%	51
Cc1ccc2[nH]c3c(=S)nc[nH]c3c2c1	?	.	1%	8
CCOc1ccc(-n2c(N)c(C(=O)NCc3ccco3)sc2=S)cc1	11	?	-20%	-86*
CCOC(=O)C1CCCN(S(=O)(=O)Cc2ccccc2)C1 (stereo not drawn)	-3	-10%	5%	-28
CCCCCC(=O)N1CCN(CCN=CC2=C(O)CC(c3cccs3)CC2=O)CC1 (stereo not drawn)	7	1%	7%	28
Cc1ccc(C2CC(=O)NC(SCc3ccccc3)=C2C#N)o1 (stereo not drawn)	5	?	?	-26
CN1CCN(c2nc3c(c(=O)[nH]c(=O)n3C)n2Cc2cccc3ccccc23)CC1	-1	12%	-7%	-9
C=C1c2ccccc2O[C@H](C(=O)OCC)[C@@H]1CCC(C)C (tested in a mixture with another compound)	.	-20%[0.0915 µM]	-12%[0.00818 µM]	.
OCCN(CCO)c1ncnc2nc[nH]c12	.	-2%[11.4 µM]	2%[11.4 µM]	.
COc1cccc(CNc2nn[nH]n2)c1OC	-3	4%	0%	3
CC(=O)c1ccc(NC2OC(CO)C(O)C(O)C2O)cc1 (stereo not drawn)	-13	-6%	-3%	-15
CCCCNC(=O)CCCCCNS(=O)(=O)c1ccc(OC)cc1	-3	-6%	-3%	-21
Cc1cc(C)c(OCCOCCN(C)C)c(Br)c1	.	.	-4%	17
COc1cc(NC(=O)CCc2ccccc2)nc(OC)n1	-9	1%	-5%	?
CCCOc1ccc(Cn2c(C)nc([N+](=O)[O-])c2SCC(O)COC)cc1[N+](=O)[O-] (stereo not drawn)	9	4%	-2%	32
CCN(CC)S(=O)(=O)c1ccc(NC(=O)c2c(-c3ccccc3)noc2C)cc1	-1	.	-1%	-25
O=C(O)c1ccc2c(c1)OCO2	.	0%	-1%	.
O=C(NCCCN1CCN(CCCNC(=O)c2ccccc2F)CC1)c1ccccc1F	23	7%	3%	46
COc1ccc(-c2nnn(CC(=O)N(CC(=O)NC3CCCC3)c3cccc(C)c3)n2)cc1OC	6	-3%	-11%	12
Nc1c(C(=O)NCCc2ccccc2)nnn1Cc1ccc(Cl)cc1	-8	.	1%	265
Cc1ccccc1NC(=O)/C(C#N)=C/c1ccsc1	4	.	-1%	-17
COc1ccc(CCNC(=O)c2ccccc2N(C)S(=O)(=O)c2ccccc2)cc1	.	.	-5%	?
CCNc1ccccc(C(=O)/C=C/c2ccc3c(c2)OCO3)c1=O	1	-20%	?	-28
COc1ccc(NC(=O)C2CC(=O)NC3=C2C(=O)CC(C)(C)C3)cc1 (stereo not drawn)	-3	.	10%	-25
CC1(C)CC(=O)C(N=Nc2ccc(Cl)cc2)=C(O)C1	1	.	3%	16
COc1ccc(NC(=O)N2c3ccc(OC)cc3C(C)=CC2(C)C)cc1	.	.	?	53
Cc1sc(NC(=O)c2ccc(Cl)s2)c(C(N)=O)c1C	4	6%[2.29 µM]	-13%	47
O=C(Nc1nccs1)c1cccc(S(=O)(=O)N2CCOCC2)c1	3	3%	-3%	17
CCc1sc(N)nc1-c1ccccc1	-9	.	-5%	20
Cc1ccc2oc(=O)c3cc(C(=O)NCCN4CCc5ccccc5C4)sc3c2c1	.	.	-1%	0

Molecules shown so far containing a furan ring, fused or not (3):
SMILES	IMPase inh	15-hLO-2 inh	ALOX12 inhib	PNC assembly inh
O=C(O)Cc1ccc(NC(=O)c2ccc(NC(=O)c3ccco3)cc2)cc1	-7	7%	7%	37
CCOc1ccc(-n2c(N)c(C(=O)NCc3ccco3)sc2=S)cc1	11	?	-20%	-86*
Cc1ccc(C2CC(=O)NC(SCc3ccccc3)=C2C#N)o1 (stereo not drawn)	5	?	?	-26

(cont.)
SMILES	IMPase inh	15-hLO-2 inh	ALOX12 inhib	PNC assembly inh
COc1ccccc1NC(=O)CSCC(N)=O	-12	-1%	3%	-7
O=S(=O)(NCc1ccco1)c1cccc(S(=O)(=O)N2CCCCC2)c1	-5	-2%	1%	-12
CCCCCCNC(=O)c1ccc(Br)o1	.	-21%[0.0915 µM]	3%[0.00818 µM]	6
CC(C)(C)c1ccc(OCC(=O)NNC(=O)CCc2ccccc2)cc1	-5	-4%	3%	?
Cc1cccc(CNCc2ccccc2)c1	.	.	-4%	-14
CCOC(=O)c1c(NS(=O)(=O)Cc2ccccc2)sc2c1CCCC2	7	-10%	-1%	17
CC(C)[C@H](NS(=O)(=O)c1ccccc1)C(=O)OCC(=O)N1N=C(c2ccc(Cl)cc2)CC1c1ccco1 (stereo partly drawn)	.	.	-9%	50
CCN1CCN(CC(=O)Nc2ccc3c(c2)OCCO3)C(=O)C1=O	10	14%	2%	9
CCN1C(=O)C2(Nc3ccccc3-c3nc4ccccc4n32)c2cc(OC)ccc21 (stereo not drawn)	1	-11%	-6%	-16
CCCC(=O)N1c2ccccc2NC2=C(C(=O)CCC2)C1c1ccc(F)cc1 (stereo not drawn)	-10	-2%	-3%	6
CCn1cc([N+](=O)[O-])c(C(=O)Nc2ccn(C34CC5CC(CC(C5)C3)C4)n2)n1	.	.	0%	?
O=C(Nc1ccccc1)Nc1cccc(Cl)c1	4	0%	1%	-26
CCSc1nc2c(c(=O)n1Cc1ccccc1)SC(C)C2 (stereo not drawn)	31[activator]	-7%	-9%	?
COC(=O)c1ccc(NC(=O)c2cc3sccc3n2C)cc1	1	-8%	-8%	32
Cc1cccc(Oc2cc(NC(=O)c3ccccc3)cc([N+](=O)[O-])c2)c1	-5	-16%	-3%	24
N#Cc1nc(-c2ccc(Cl)cc2)oc1NCc1cccc2c1OCO2	5	-12%	-15%	35
COc1ccc(-n2c(-c3ccc(C)cc3)n[nH]c2=S)cc1	.	.	-9%	2
Cc1ccc(OCC(O)CN2C(=O)NC(C)(C)C2=O)cc1C (stereo not drawn)	6	2%	-3%	?
Cc1ccc2nc(SCc3ccccc3)c(C=O)c(=O)n2c1	.	.	-2%	12
CCOC(=O)c1c(NC(=O)CSc2nnc3ccccn23)sc2c1CCC2	.	.	-3%	-15
CCNCCNC(=O)c1c(O)c2c([nH]c1=O)CCCC2	3	9%	6%	0
CCNC(=O)COc1cc(C)c(Cl)c(C)c1	3	-5%	2%	3
COC(=O)c1cc(OC)c(OC)cc1NCC(=O)Nc1ccc(C)cc1	-6	.	2%	?
COc1ccccc1N1CCN(C/C(C)=C/c2ccccc2)CC1	-1	38%[activator]	-1%	16
Cc1ccc(-n2[nH]c(C)c(C=Nc3ccc(S(=O)(=O)Nc4nccs4)cc3)c2=O)cc1	.	.	-1%	15
O=C(COC(=O)CNC(=O)c1ccccc1)Nc1ccc(Cl)cc1C(F)(F)F	.	.	2%	35
O=C(c1csnn1)N1CCC2(CC1)CCN(c1ccccc1)CC2	.	-4%	-1%	.
Cc1cc(C(=O)N2CCN(Cc3ccc4c(c3)OCO4)CC2)on1	-16	.	1%	-12
CC1CN(C(=O)c2ccccc2Sc2ccccc2C#N)CC(C)O1 (stereo not drawn)	-3	-6%	-3%	-11
COc1ccc(CCNc2nc3c(c(=O)n(C)c(=O)n3C)n2C)cc1OC	7	0%	-1%	19
O=C(CSc1ccc(Cl)cc1)Nc1ccc(N2CCN(c3ccccc3)CC2)c(F)c1	-1	1%	3%	1
COc1cccc(C2NC(C)(C(=O)O)C3C(=O)N(C(C)C)C(=O)C23)c1O (stereo not drawn)	5	2%	-4%	-13
c1cnc2c(OCc3nc4ccccc4[nH]3)cccc2c1	0	12%[2.29 µM]	7%	21
Nc1ncc(Br)cc1S(=O)(=O)NCCC(=O)N1CCN(c2ncccn2)CC1	2	-7%	2%	67
Cc1ccc(NC(=O)CN(C)C(=O)COc2c(Cl)cc(Cl)c3ccc(C)nc23)cc1	-9	.	-7%	-17
COc1ccc(CC(=O)Nc2cccc(-c3cn4ccccc4n3)c2)cc1	.	.	-2%	?

Single records (already shown):
Entry for `Cc1cc(C(=O)N2CCN(Cc3ccc4c(c3)OCO4)CC2)on1` → IMPase inh: -16; 15-hLO-2 inh: .; ALOX12 inhib: 1%; PNC assembly inh: -12
Entry for `c1cnc2c(OCc3nc4ccccc4[nH]3)cccc2c1` → IMPase inh: 0; 15-hLO-2 inh: 12%[2.29 µM]; ALOX12 inhib: 7%; PNC assembly inh: 21

The listing continues:
SMILES	IMPase inh	15-hLO-2 inh	ALOX12 inhib	PNC assembly inh
COc1ccccc1NC(=O)N1CCCC(C(=O)Nc2cccc(C)c2C)C1 (stereo not drawn)	-10	-3%	-5%	17
COc1ccc2c(c1)CCC1C2CC[C@@]2(C)C(O)CCC12 (stereo partly drawn)	.	1%	1%	.
Cn1ncc2c(NNC(=O)c3ccc(Cl)c(Cl)c3)ncnc21	-6	.	-9%	15
O=C(NC(=S)NC1CCSC1=O)c1ccccc1F (stereo not drawn)	.	.	4%	13
COc1ccc(OC)c(NC(=O)CC2C(=O)NCCN2C(=O)Nc2cccc(Cl)c2)c1 (stereo not drawn)	2	-14%	3%	44
COc1ccc(-c2noc(CSc3nc(-c4ccccc4)cc(=O)[nH]3)n2)cc1OC	2	?	-4%	30
O=C(CCCCCCCCCCCCC1CCCC1)Nc1ccc(S(=O)(=O)c2ccc(NC(=O)CCCCCCCCCCCCC3CCCC3)cc2)cc1	.	-8%	-3%	.
CCCSc1nc2c(c(=O)[nH]c(=O)n2C)n1CCc1ccccc1	-4	-9%	4%	19
Cc1ccc(NC(=O)COC(=O)c2cccc3c2C(=O)c2ccccc2C3=O)c(C)c1	18	.	3%	?
COc1ccccc1NC(=S)NCc1ccccn1	.	.	2%	27
COC(=O)C1=C(C)NC(C)=C(C(=O)OCCCN2CCC(c3ccccc3)(c3ccccc3)CC2)[C@H]1c1cccc([N+](=O)[O-])c1	6&1	50%&15%[activator]	-5%&-3%	.
